# GLS inhibitor: qHTS for Inhibitors of Glutaminase (GLS); Glutaminase kidney isoform, mitochondrial (Homo sapiens), O94925; GLS enzymatic activity, qHTS titration; Potency, µM (doses to about 45.5 µM), for inactives: at the highest dose activity change, negative = inhibition, usual class: inhibitors; 410,000 tested, 0.21% active; note: potency is the fitted concentration of half-maximal effect; % is set by controls: 0 for no effect and ±100 for the full control effect
# Target sequence (O94925 whole entry, looked up, canonical isoform): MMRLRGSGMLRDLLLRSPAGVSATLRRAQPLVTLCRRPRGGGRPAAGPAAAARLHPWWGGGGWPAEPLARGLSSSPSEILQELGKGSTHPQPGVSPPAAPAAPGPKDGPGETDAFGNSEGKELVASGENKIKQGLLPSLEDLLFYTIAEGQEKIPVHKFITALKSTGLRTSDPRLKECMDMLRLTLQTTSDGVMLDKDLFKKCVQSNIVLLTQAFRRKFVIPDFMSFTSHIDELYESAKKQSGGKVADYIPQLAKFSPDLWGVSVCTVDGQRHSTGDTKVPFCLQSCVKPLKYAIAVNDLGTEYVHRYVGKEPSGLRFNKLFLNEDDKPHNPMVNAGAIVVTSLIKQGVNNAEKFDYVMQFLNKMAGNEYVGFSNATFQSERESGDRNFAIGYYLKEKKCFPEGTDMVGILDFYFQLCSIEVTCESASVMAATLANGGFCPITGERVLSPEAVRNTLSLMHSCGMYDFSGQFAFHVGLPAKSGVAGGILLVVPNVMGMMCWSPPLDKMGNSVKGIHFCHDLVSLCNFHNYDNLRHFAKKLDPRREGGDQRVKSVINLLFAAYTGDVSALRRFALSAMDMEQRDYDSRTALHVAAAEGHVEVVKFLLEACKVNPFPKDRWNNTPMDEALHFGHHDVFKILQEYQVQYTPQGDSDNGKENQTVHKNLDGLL
#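 Enzyme dispensed in phosphate buffer (45 mM, pH 8.2, 0.02% Tween-20), compounds pinned in, then 1 mM L-glutamine solution and the glutamate oxidase–HRP–Amplex Red mix added; fluorescence read immediately and again after 30 min at room temperature.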
# RGS4 inhibitor: Inhibitors of Regulator of G Protein Signaling (RGS) 4: qHTS; Potency, µM (series often up to 114 µM), for the others: top-dose activity change, negative = inhibition, usual class: inhibitors; 390,000 tested, 0.039% active; Transcreener GDP fluorescence polarization, RGS4-accelerated GTP hydrolysis; Regulator of G-protein signaling 4 (Homo sapiens), P49798; note: potency is the fitted concentration of half-maximal effect; % is set by controls: 0 for no effect and ±100 for the full control effect; nearly all actives have a fitted effect of over 75% in size; some results filed as inactive show a strong effect at the top dose
# Target sequence (P49798 whole entry, looked up): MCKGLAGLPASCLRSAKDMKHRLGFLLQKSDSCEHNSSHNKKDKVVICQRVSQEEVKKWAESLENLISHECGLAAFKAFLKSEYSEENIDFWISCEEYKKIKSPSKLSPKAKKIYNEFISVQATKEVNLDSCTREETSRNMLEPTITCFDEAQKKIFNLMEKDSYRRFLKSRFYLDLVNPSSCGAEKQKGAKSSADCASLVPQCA
#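 MLSMR compounds (23 nl, pin-transferred) preincubated 10 min at room temperature with a 500nM (2x) first reagent, then RGS4 at 900nM (2x) plus Transcreener GDP mix added; fluorescence polarization (620/688 nm) read before and after 90 min at 30 °C.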
# PI4K2A block: qHTS for small molecular inhibitors of PI4K2A; Phosphatidylinositol 4-kinase type 2-alpha (Homo sapiens), Q9BTU6; purified PI4K2A, ADP-Glo luminescence, 1 h; hits give low values; activity change, negative = inhibition, % at 76.9 µM; 420,000 tested, 0.13% active; AID 1346378, 2018; in the data active = activity change below about -50%; inconclusive = mostly about -30% to -49%;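 note: -100% = wells without enzyme as full effect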
#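 PI4K2A activity was measured by ADP-Glo luminescence: enzyme (4 ug/mL stock) and phosphatidylinositol (1.2 mM stock) in Tris pH 7.5/MgCl2/EGTA/Triton X-100 buffer were reacted with ATP (300 microM stock) for one hour at ambient temperature.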
# G9a inh: qHTS Assay for Inhibitors of Histone Lysine Methyltransferase G9a. Histone-lysine N-methyltransferase EHMT2 (Homo sapiens), Q96KQ7. G9a H3K9 monomethylation, AlphaScreen, 2 h. Potency, µM (highest dose often 102 µM), for inactives: at the top dose activity, negative = inhibition, hits mostly inhibitors. 350,000 tested, 8.8% active. AID 504332, 2011; note: potency is the fitted concentration of half-maximal effect; % is set by controls: 0 for no effect and ±100 for the full control effect; nearly all actives have a fitted effect of over 75% in size
#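 Quantitative HTS format: methyltransferase activity on a biotin-tagged H3K9 peptide is measured by AlphaScreen, using a rabbit anti-monomethyl-H3K9 antibody with streptavidin donor and anti-IgG acceptor beads. Final levels are 20 nM enzyme, 500 nM peptide, 20 uM SAM; 2 h RT.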
# BAZ2B inh: qHTS Assay for Inhibitors of BAZ2B | Bromodomain adjacent to zinc finger domain protein 2B (Homo sapiens), Q9UIF8 | AlphaScreen BAZ2B-H3K14Ac peptide displacement | Potency, µM (series often up to 114 µM), for the others: top-dose activity change, negative = inhibition, actives largely listed as inhibitors | 360,000 tested, 4.4% active; note: potency is the fitted concentration of half-maximal effect; % is set by controls: 0 for no effect and ±100 for the full control effect; nearly all actives have a fitted effect of over 60% in size
#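 In this displacement format the biotinylated H3(5-23) peptide acetylated at Lys14 serves as ligand at 50 nM, with BAZ2B at 50 nM in PBS pH 7.4 containing 0.01% Tween-20. Donor and acceptor beads are 10 ug/mL final.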
# HP1b binding inh: HTS for Inhibitors of HP1-beta Chromodomain Interactions with Methylated Histone Tails; Chromobox protein homolog 1 (Homo sapiens), P83916; AlphaScreen HP1-beta / biotin-H3K9me3 peptide binding; Potency, µM (top dose mostly 114 µM), for inactives: top-dose activity change, negative = inhibition, most hits filed as inhibitors; 390,000 tested, 0.56% active; AID 540317, 2011; note: potency is the fitted concentration of half-maximal effect; nearly all actives have a fitted effect of over 70% in size; inactives centre near 23
# Target sequence (P83916 whole entry, looked up): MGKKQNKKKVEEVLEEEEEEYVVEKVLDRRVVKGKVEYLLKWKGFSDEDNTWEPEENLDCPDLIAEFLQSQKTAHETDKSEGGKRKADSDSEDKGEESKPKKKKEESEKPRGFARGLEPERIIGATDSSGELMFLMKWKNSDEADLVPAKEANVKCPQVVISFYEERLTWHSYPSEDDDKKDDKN
#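 Compound inhibition of the preformed complex between 50 nM HP1-beta and 50 nM biotinylated H3K9me3 peptide was read by AlphaScreen. Buffer was PBS pH 7.4 with 0.01% Tween-20. Incubations ran 30 min at room temperature, with 10 ug/mL donor/acceptor beads.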
# ALOX12 inh: Primary qHTS assay for inhibitors of human arachidonate 12S-lipoxygenase (ALOX12): Round 2 | Polyunsaturated fatty acid lipoxygenase ALOX12 (Homo sapiens), P18054 | AID 1671190, 2021 | purified 12hLO, xylenol orange hydroperoxide absorbance | Potency, µM (top dose mostly 108 µM), for the others: at the highest dose activity change, negative = inhibition, actives largely listed as inhibitors | 580,000 tested, 1.1% active; note: potency is the fitted concentration of half-maximal effect; % is set by controls: 0 for no effect and ±100 for the full control effect
#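 Purified human 12hLO at 150 nM in 25 mM Hepes, 0.01% Triton X-100, pH 7.0, preincubated 15 min at room temperature with compound. Reaction started with 40 uM arachidonic acid, 30 min at room temperature. Hydroperoxide measured by Fe-xylenol orange, 573/405 nm absorbance ratio.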
# JMJD2A Tudor inh: qHTS Assay for Inhibitors of JMJD2A-Tudor Domain; 390,000 tested, 4.4% active; Potency, µM (titrated, usually from 114 µM), for inactives: at the top dose activity change, negative = inhibition, usual class: inhibitors; AlphaScreen JMJD2A-Tudor / H3K4me3 peptide binding; note: potency is the fitted concentration of half-maximal effect; % is set by controls: 0 for no effect and ±100 for the full control effect; nearly all actives have a fitted effect of over 50% in size
# ERG Ets-DNA blk: qHTS for Small Molecule Inhibitors of the ERG Ets/DNA interaction; Transcriptional regulator ERG (Homo sapiens), P11308; fluorescence polarization, His-ERG Ets domain / labelled DNA; Potency, µM (doses to about 76.9 µM), for inactives: at the top dose FP activity, negative = inhibition, most hits filed as inhibitors; 370,000 tested, 0.028% active; AID 624246, 2012; active = well fitted inhibition curve with a large enough effect in the polarisation, with a control signal flat; inconclusive = small, poorly fitted or top-dose-only effect, or effect the other way, or a change in a side signal; inactive = no such curve, though single readings can be large or run the other way; the % refers to the polarisation;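 note: polarization taken with two DNA probes labelled with fluorescein and Texas red; potency is the fitted concentration of half-maximal effect; % of control where 0% means no effect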
#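 His-tagged ERG Ets domain (1 uM in the protein solution; 300mM KCl, 50mM Tris-HCl, 1mM EDTA, 1mM DTT, pH 7.5) received compound, then a probe mix of 5 nM fluorescein-DNA and 100nM Texas-615-DNA. Fluorescence polarization was read for both dyes.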
# The depositor's hits bear a star; ? = inconclusive; / = no result given; & = joins results of further samples; [ ] = another dose, or the depositor's remark. Unless noted, calls come from the whole dose curve; as a rule, active = well fitted curve in the direction sought with a large enough effect; inconclusive = small, poorly fitted or top-dose-only effect, or another doubt; inactive = no such curve, though single readings can be large; an effect the other way counts as inactive or inconclusive.
SMILES,GLS inhibitor,RGS4 inhibitor,PI4K2A block,G9a inh,BAZ2B inh,HP1b binding inh,ALOX12 inh,JMJD2A Tudor inh,ERG Ets-DNA blk
CCc1ccc(S(=O)(=O)N(C(=O)Oc2ccccc2)c2ccc3oc(C)c(C(=O)OC)c3c2)cc1,-13%,-11%,-3,-28%[59 µM],-1%,36%,-27%,-16%,0%
CNC(=O)COC(=O)c1nc(-n2nc(C)cc2C)ccc1Cl,4%,-20%,-3,26%[0.501 µM],-6%,16%,20%,-12%,-2%
CCc1nc(SCc2ccccc2)n[nH]1,2%,-28%,-11,/,-5%,5%,0%,-20%,-5%
O=C(CNS(=O)(=O)c1c(Cl)cccc1Cl)OCC(=O)c1ccc[nH]1,-16%,-21%,-6,/,79µM*,16%,-1%,-27%,2%
CN(CCC#N)S(=O)(=O)c1ccc2c(c1)c(=O)n(C)c(=O)n2C,5%,-13%,-7,20%,9%,24%,-3%,-3%,3%
COc1ccc(S(=O)(=O)N2CCc3ccccc32)cc1[N+](=O)[O-],1%,11%,-1,?,-32%,-20%,-16%,-24%,0%
COc1cc([N+](=O)[O-])ccc1NC(=O)CCCOc1ccccc1,-3%,-4%,-4,?,?,22%,-24%,-18%,-4%
COc1cc(/C=C(\C#N)C(=O)NCC2CCCO2)ccc1OC(C)C (stereo unspecified),3%,-12%,-2,-4%[59 µM],1%,44%,0%,-10%,-2%
COc1ccc(NC(=O)c2cc(S(=O)(=O)N3CCCC3)ccc2OC)cc1,26%&-1%,-53%[56.9 µM],-7&-2,-7%,1%&0%,17%,0%&-23%,?,-1%&5%
CC(C)N(Cc1ccccc1)C(=O)CCc1ccccc1,-11%,-4%,3,8%,-2%,39%,-6%,6%,-5%
COC(=O)c1c(NC(=O)COC(=O)c2ccc(O)cc2)sc2c1CCCCC2,-2%,1%,-2,?,13%,11%,-27%,-9%,2%
O=c1[nH]c2ccccc2cc1CN(c1ccccc1)S(=O)(=O)c1ccccc1,3%,-5%,1,23%[59 µM],3%,6%,-5%,-9%,-1%
O=C(NCCS(=O)(=O)N1CCN(Cc2ccccc2)CC1)c1ccccc1,-1%,9%,3,10%,4%,-11%,-19%,-19%,12%
Cc1ccc(N2CC(NC(=O)/C=C\c3ccc4c(c3)OCO4)CC2=O)cc1 (stereo unspecified),7%,2%,-1,7%[59 µM],0%,26%,-21%,-23%,4%
C=CCSc1nnc(NC(=O)CCNC(=O)c2ccco2)s1,25%,9%,1,1%,-1%,17%,-2%,-2%,-13%
CCOc1ccc(NCCC(=O)c2ccc3c(c2)OCO3)cc1,11%,-32%,3,?,40µM*,?,-20%,40µM*,/
CCOC(=O)c1ccccc1N1C(=O)C2Sc3[nH]c(=O)sc3C(/C=C/c3ccccc3)C2C1=O (stereo unspecified),0%,?,4,3.2µM*,?,?,?,?,-9%
Cc1ccc(N=c2sc(C)c(C)n2C)cc1,6%,-21%,-2,45µM*,?,-7%,?,?,11%
COc1ccc(CCNC(=O)CCCCCN2C(=O)c3ccccc3C2=O)cc1OC,-6%,-22%,-2,-9%,-6%,51%[activator],-7%,2%,0%
CCOC(=O)c1c(S(=O)(=O)NCC(=O)N(C)c2ccc(C)cc2)c(C)n(C)c1C,5%,13%,-2,-22%[59 µM],?,24%,-25%,-16%,-2%
O=C(CCc1nnc2n(Cc3ccccc3Cl)c(=O)c3ccccc3n12)Nc1ccc(F)c(F)c1,-3%,15%,0,0%[59 µM],3%,26%,-29%,?,-19%
CC(Sc1n[nH]c(-c2ccccc2F)n1)C(=O)Nc1ccc(S(N)(=O)=O)cc1 (stereo unspecified),-6%,-39%,4,14%[12.7 µM],-2%,38%,-5%,-4%,/
CCc1ccc2oc(C(=O)Nc3sc4c(c3C(=O)NC)CCCC4)cc(=O)c2c1,8%,-8%,-4,3%[59 µM],-2%,13%,1%,-17%,7%
CCCOc1ccc(S(=O)(=O)n2cc(F)c(=O)[nH]c2=O)cc1,-9%,5%,0,-6%,-1%,49%[activator],-1%,-2%,-7%
COc1ccc2nc(SCC(=O)Nc3ccc(S(=O)(=O)Nc4nccc(C)n4)cc3)[nH]c2c1,16%,8%,-6,?,?,20%,-11%,?,0%
SMILES,GLS inhibitor,RGS4 inhibitor,PI4K2A block,G9a inh,BAZ2B inh,HP1b binding inh,ALOX12 inh,JMJD2A Tudor inh,ERG Ets-DNA blk
O=C(Cn1c(=O)nc(-c2ccccc2)c2ccccc21)NCc1ccc(Cl)cc1,2%,-23%,5,9%[12.7 µM],-25%,30%,-17%,9%,-1%
Cc1ccc(Nc2nc(N)nc(COC(=O)c3ccc(Br)o3)n2)cc1,0%,17%,-3,-2%,6%,15%,-7%,-26%,7%
Fc1ccc2nc(C3CCN(Cc4nc(CC5CC5)no4)CC3)[nH]c2c1,2%,3%,-3,/,-30%,38%,-1%,-10%,6%
COc1ccc(CNC(=O)c2cccc(S(=O)(=O)N3CCN(C)CC3)c2)cc1,3%,?,2,9%[59 µM],-13%,-13%,-7%,-16%[11.4 µM],14%
COc1ccc(C2C(C(C)=O)=C(O)C(=O)N2CCc2c[nH]c3ccccc23)cc1OC (stereo unspecified),16%,-27%,1,25µM*,-33%,27%,?,-15%,-5%
Cc1ccc(S(=O)(=O)NCCC(=O)OCn2nnc3ccccc3c2=O)cc1,2%,23%,4,7%[12.7 µM],-1%,30%[activator],1%,-6%,-11%
COc1ccccc1CNS(=O)(=O)c1cc(Br)cc2c1N(C(=O)C1CC1)CC2,2%,-32%,0,7%[59 µM],4%,14%,0%,-19%,2%
CC(=O)c1ccc(Nc2c3c(nc4ccccc24)CCCC3)cc1,14%,12%,-2,-7%[12.7 µM],-12%,11%[57 µM],2%,-33%,2%
Cc1nc(-c2ccccc2)sc1CCNC(=O)C(=O)Nc1ccc2c(c1)OCCO2,1%,5%,-2,9%[59 µM],7%,30%[57 µM],-24%,-2%,4%
Cc1ccc(NC(=S)NCC23C=CC(O2)C2C(=O)N(c4ccc(C)cc4)C(=O)C23)cc1 (stereo unspecified),7%,?,7,7.9µM*,-27%,?,?,89µM*,-2%
N=c1sccn1CC(=O)Nc1ccc(SC(F)F)cc1,-4%,-11%,3,50µM*,-17%,2%,?,-24%,-9%
O=C(CCN1C(=O)/C(=C/c2ccc3c(c2)OCO3)SC1=S)Nc1cccc(C(=O)O)c1,-7%,-21%,0,/,?,-14%,?,?,39%[activator]
O=C(NCCSC1CCCCC1)c1ccccc1,0%,13%,2,71µM*,-1%,22%,3%,-9%,1%
CC1(CCc2ccc(O)cc2)NC(=O)NC1=O (stereo unspecified),18%,9%,-20,19%,-2%,30%,15%,-9%,0%
CC(C(=O)N(C)C1CCS(=O)(=O)C1)N1C(=O)/C(=C/c2ccc(F)cc2)SC1=S (stereo unspecified),-2%,?,-5,?,?,-14%,?,-32%,11%

# An excerpt from the list above, for reference:
SMILES,GLS inhibitor,RGS4 inhibitor,PI4K2A block,G9a inh,BAZ2B inh,HP1b binding inh,ALOX12 inh,JMJD2A Tudor inh,ERG Ets-DNA blk
O=C(Cn1c(=O)nc(-c2ccccc2)c2ccccc21)NCc1ccc(Cl)cc1,2%,-23%,5,9%[12.7 µM],-25%,30%,-17%,9%,-1%
Cc1ccc(Nc2nc(N)nc(COC(=O)c3ccc(Br)o3)n2)cc1,0%,17%,-3,-2%,6%,15%,-7%,-26%,7%
Fc1ccc2nc(C3CCN(Cc4nc(CC5CC5)no4)CC3)[nH]c2c1,2%,3%,-3,/,-30%,38%,-1%,-10%,6%
COc1ccc(CNC(=O)c2cccc(S(=O)(=O)N3CCN(C)CC3)c2)cc1,3%,?,2,9%[59 µM],-13%,-13%,-7%,-16%[11.4 µM],14%
COc1ccc(C2C(C(C)=O)=C(O)C(=O)N2CCc2c[nH]c3ccccc23)cc1OC (stereo unspecified),16%,-27%,1,25µM*,-33%,27%,?,-15%,-5%
Cc1ccc(S(=O)(=O)NCCC(=O)OCn2nnc3ccccc3c2=O)cc1,2%,23%,4,7%[12.7 µM],-1%,30%[activator],1%,-6%,-11%
COc1ccccc1CNS(=O)(=O)c1cc(Br)cc2c1N(C(=O)C1CC1)CC2,2%,-32%,0,7%[59 µM],4%,14%,0%,-19%,2%

# High-throughput results deposited in PubChem BioAssay by National Center for Advancing Translational Sciences (NCATS).

# Not all compounds are listed. The share of hits here may be higher or lower than overall.
